Source: PubChem BioAssay (National Center for Advancing Translational Sciences (NCATS))
Abeta yeast res = A-beta toxicity reversal in yeast | actives 0.063% (n = 410,000) | yeast expressing A-beta42, growth rescue, OD600, 48 h; response scale: 0% DMSO, 100% iron-clioquinol control | Potency, µM (highest dose often 46.1 µM), for inactives: top-dose growth rescue, most hits filed as activators | AID 1347071; also: potency is read from the fitted curve at half-maximal effect; nearly all actives have a fitted effect of over 55% in size
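Yeast A-beta toxicity model in growth medium with pinned compounds, 48 h at 30 C; growth read as absorbance at 600 nm. Normalized to FeCl3/clioquinol equimolar mix (positive) and DMSO (negative).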
PI5P4K alpha inh = blocks human PI5P4K alpha kinase activity; P48426; max response, %; actives 1.2% (n = 330,000); PI5P4Kalpha enzyme, ADP-Glo luminescence, 60 min; active compounds read low; active = max response of -50% or lower; inconclusive = between -30% and -50%; inactive = -30% or higher; also: value at the top dose of about 77 µM; % is scaled to controls: 0 for no effect and ±100 for the full control effect
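Reactions run in 0.038 M HEPES pH 7.4, 0.28 mM EGTA, 0.1% CHAPS and 5% DMSO, with PI5P4Kalpha, substrate, compound and 5 microM ATP final, one hour at room temperature. Readout is ADP-Glo luminescence.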
FUS suppressor = FUS proteinopathy suppression in yeast; Potency, µM (top dose mostly 76.6 µM), for inactives: at the top dose growth rescue (activation), hits mostly activators; S. cerevisiae FUS-expressing, growth rescue, OD600, 24 h; actives 0.24% (n = 390,000);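 also: potency is read from the fitted curve at half-maximal effect; plate controls were DMSO vehicle for no effect and reference control for full effect; nearly all actives have a fitted effect of over 55% in size; some results filed as inactive show a strong effect at the top dose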
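S. cerevisiae expressing FUS from galactose induction served as the toxicity model. Growth after 24hr at 30C, read as absorbance at 600 nm, indicates suppression of toxicity; compounds dosed at several concentrations.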
PLK1 PBD block = inhibitors of human PLK1 polo-box domain binding; P53350; Plk1 PBD binding of FITC phosphopeptide, fluorescence polarization; Potency, µM, without a hit: max response, negative = inhibition, hits mostly inhibitors; actives 2.8% (n = 360,000); AID 720504; also: potency is read from the fitted curve at half-maximal effect; series mostly up to about 57 µM; % is scaled to controls: 0 for no effect and ±100 for the full control effect; nearly all actives have a fitted effect of over 65% in size
IL2 activator = activators of IL-2; AID 652025; IL-2 activation reporter assay, cell-based qHTS; stimulated with anti-CD3/CD4/CD28 beads; in transgenic mouse T cells; activation, % (series mostly up to about 46 µM); actives 0.065% (n = 360,000); in the data active = activation above about 50%; inconclusive = mostly about 30% to 49%; also: 0% is about no effect
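First, unstimulated transgenic mouse T cells were exposed to compound for 60 min. Next, anti-CD3/anti-CD4-coated beads with anti-CD28 were added. Finally, after 18 h at 37 degrees C, EGFP and DsRed were imaged.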
EPAC1 antagonist = EPAC1 (human) antagonism. Potency, µM (doses to about 115 µM), for the others: at the top dose activity change, negative = inhibition, actives largely listed as inhibitors. O95398. actives 0.14% (n = 360,000). EPAC1 GEF assay, Rap1b-BODIPY-GDP exchange fluorescence. AID 720709;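 also: potency is read from the fitted curve at half-maximal effect; plate controls were vehicle for no effect and positive control for full effect; nearly all actives have a fitted effect of over 50% in size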
Target sequence (O95398 whole entry, looked up): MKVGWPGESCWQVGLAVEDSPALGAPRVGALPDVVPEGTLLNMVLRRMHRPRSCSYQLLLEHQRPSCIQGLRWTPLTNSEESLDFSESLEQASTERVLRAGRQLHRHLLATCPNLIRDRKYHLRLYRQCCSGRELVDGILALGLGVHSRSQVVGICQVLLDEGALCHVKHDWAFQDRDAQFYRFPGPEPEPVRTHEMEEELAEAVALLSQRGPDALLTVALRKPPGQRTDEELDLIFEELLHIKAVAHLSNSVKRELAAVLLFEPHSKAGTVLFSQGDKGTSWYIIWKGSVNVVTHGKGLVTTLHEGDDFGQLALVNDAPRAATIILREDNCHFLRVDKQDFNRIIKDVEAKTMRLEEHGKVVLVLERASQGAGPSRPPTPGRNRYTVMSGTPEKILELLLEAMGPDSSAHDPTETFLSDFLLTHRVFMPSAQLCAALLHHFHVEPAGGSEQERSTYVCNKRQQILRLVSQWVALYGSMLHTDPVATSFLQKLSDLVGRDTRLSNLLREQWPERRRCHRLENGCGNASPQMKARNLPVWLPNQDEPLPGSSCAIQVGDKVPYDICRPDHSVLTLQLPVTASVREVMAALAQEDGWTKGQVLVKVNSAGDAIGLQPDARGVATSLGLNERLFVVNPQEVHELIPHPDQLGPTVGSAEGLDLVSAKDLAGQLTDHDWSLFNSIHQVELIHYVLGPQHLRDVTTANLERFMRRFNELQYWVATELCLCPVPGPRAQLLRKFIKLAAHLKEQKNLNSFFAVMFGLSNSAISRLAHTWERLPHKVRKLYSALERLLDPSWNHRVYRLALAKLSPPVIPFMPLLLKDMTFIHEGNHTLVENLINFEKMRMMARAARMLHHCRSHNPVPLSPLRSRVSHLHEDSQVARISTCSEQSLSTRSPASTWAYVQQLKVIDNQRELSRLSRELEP
EPAC1 agonist = activates human EPAC1 exchange factor; actives 0.073% (n = 360,000); Potency, µM (top dose mostly 154 µM), without a hit: top-dose activation, actives largely listed as activators; O95398; EPAC1 agonist qHTS, biochemical assay; response scale: 100% = response to 6.5 mM cAMP; AID 720707; also: potency is read from the fitted curve at half-maximal effect; nearly all actives have a fitted effect of over 60% in size
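Nucleotide exchange assay: 100 nM EPAC1 with 250 nM Rap1B loaded with BODIPY-GDP and 50 uM GDP, room temperature. Fluorescence (480/540 nm) read every 5 min for 30 min; signal change normalized to 6.5 mM cAMP as full agonist.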
WRN helicase inh = blocks human WRN helicase; Potency, µM (titrated, usually from 114 µM), for the others: at the highest dose activity change, negative = inhibition, actives largely listed as inhibitors; WRN helicase unwinding, fluorescent forked duplex, kinetic; actives 0.46% (n = 360,000); AID 651768; Q14191; also: potency is read from the fitted curve at half-maximal effect; % is scaled to controls: 0 for no effect and ±100 for the full control effect; nearly all actives have a fitted effect of over 55% in size
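Kinetic fluorescence helicase assay: unwinding of a quenched forked DNA duplex (100 nM final) with 2 mM ATP final raises red fluorescence (525/598 nm). Compounds sat 15 min at room temperature with 20 nM WRN beforehand.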
* hit, by the source's call; ? = inconclusive; . = not tested or not shown; & = joins results of further samples; [ ] = another dose, or the depositor's remark. Unless noted, calls follow the shape of the dose curve; as a rule, active = well fitted curve in the direction sought with a large enough effect; inconclusive = small, poorly fitted or top-dose-only effect, or another doubt; inactive = no such curve, though single readings can be large; an effect the other way counts as inactive or inconclusive. No enrichment for hits; overall some 4.1% were active at least once.

SMILES	Abeta yeast res	PI5P4K alpha inh	FUS suppressor	PLK1 PBD block	IL2 activator	EPAC1 antagonist	EPAC1 agonist	WRN helicase inh
Cc1ccc2c(CC(=O)OCn3nnc4ccccc4c3=O)coc2c1	-1%	4	5%	-6%	0.7	6%	-2%	-2%[11.6 µM]
O=C(c1cccc(Br)c1)c1cn(-c2ccccc2)nc1C(=O)c1ccccc1	3%	24	.	-8%	-0.2	-6%	8%	-6%
Cc1ccc(NC(=S)N2CCN(C)CC2)c(C)c1	-4%	-3	.	-12%	-0.1	0%	-14%	8%
COc1ccc2cnn(-c3ccc(OC(F)(F)F)cc3)c(=O)c2c1OC	-2%	3	-8%	-3%	0.1	9%	5%	-3%
Cc1cc(Br)cc(C)c1NC(=O)c1ccccc1[N+](=O)[O-]	10%	5	.	-2%	-0.6	4%	-12%	26%
CN(C)S(=O)(=O)c1ccc(NC(=S)NC(=O)C2CCC2)cc1	21%	2	5%	-17%	2.0	-8%	0%	-1%
Cc1cc(N2CCN(C(C(=O)NC3CCCC3)c3ccc(F)cc3)CC2)c2ccccc2n1 (stereo not drawn)	-8%	3	-1%	-5%	0.5	-2%	-18%	1%
CN1CCN(c2ccc(NC(=O)COc3ccccc3Cl)cc2)CC1	2%	7	10%	-5%	0.1	-7%	10%	-4%
Cc1ccc(NC2CCCN(C(=O)c3cccs3)C2)cc1C (stereo not drawn)	-18%	4	11%	-9%	0.0	-12%	-1%	7%
CCCCc1nnc(NC(=O)c2ccc(OCc3c(C)noc3C)cc2)s1	-5%	-6	3%	-6%	-4.0	3%	-4%	?
CN1CCN(CCCNc2nc3ccccc3c3nc(-c4ccccc4)nn23)CC1	-12%	-4	-4%	6%	-0.8	5%	12%	2%
CN(C)/C=N/c1ncnc2c1cnn2-c1ccc(C(F)(F)F)cn1	-9%	4	.	-17%	-0.1	-2%	7%	16%
O=C(Nc1cccc(F)c1)c1cccc2c1C(=O)N(C1CCCCC1)C2	-13%&2%	0	0%&-17%	9%	2.5	-27%	4%	-5%
COc1ccccc1/C=C/C(=O)OCC(=O)NC1CC1	-7%	-2	6%	0%	0.6	4%	2%	2%
N#Cc1ccc(COc2cccnc2[N+](=O)[O-])cc1	-4%	-7	22%	-12%	-0.6	-12%	1%	-3%
COc1ccc(NC2=CC(c3ccccc3)N(c3ccc(OC)cc3)C2=O)cc1 (stereo not drawn)	20%	-4	?	-6%	-0.5	-20%	8%	-8%
N#CC(=C(O)COC(=O)CCCNC(=O)c1ccc(Cl)cc1)c1nc2ccccc2[nH]1	6%	?	5%	-4%	-0.2	7%	-3%	-11%
O=[N+]([O-])c1cccnc1-n1cnc2ccccc21	-4%	-1	-21%	-1%	-2.1	-17%	7%	1%
COc1ccc(CC(=O)Nc2ccc3c(C)cc(=O)oc3c2)cc1OC	1%	-3	6%	-6%	-1.8	3%	9%	-10%
O=C(c1cc(-c2cccc(O)c2)on1)N1CCCCC1	-7%	12	-27%	0%	-2.9	2%	9%	-7%
COc1cc(/C=C(\C#N)C(=O)Nc2ccc(SC(F)F)cc2)cc(OC)c1OC	7%	-12	18%	-8%	-1.1	-2%	12%	-2%
COC(=O)c1cc(OC)c(OC)cc1NC(=S)NC(=O)c1ccco1	-4%	-8	4%	-22%	-0.8	9%	-7%	0%
Cc1ccc(-c2nc(C)sc2CC(=O)Nc2nnc(C)s2)cc1	-1%	-1	14%	4%	5.3	-1%	8%	-8%
Cc1ccc(/C=C/C(=O)NCc2cccs2)cc1	7%	-9	.	-2%	0.0	-5%	0%	-3%
C=CCC1NS(=O)(=O)OCC1C(C)C (stereo not drawn)	-12%	-10	1%	-16%	0.3	3%	-6%	0%
COCCCNC(=O)/C(=C\c1cccn1C)NC(=O)c1cccs1	-12%	12	11%	4%	-2.0	-8%	-9%	-2%
O=C(OC1CCOC1=O)c1cc(-c2cccc(Br)c2)nc2ccccc12 (stereo not drawn)	-5%	36	11%	-4%	-6.7	0%	2%	-29%
Cc1ccc2c(CN3CCN(S(=O)(=O)c4ccccc4C(F)(F)F)CC3)cc(=O)oc2c1	-1%	-5	34%	-7%	0.7	0%	7%	-5%
COc1ccc(-c2cc(C)no2)cc1S(=O)(=O)N(C)c1ccc(C)cc1	-11%	-3	45%	4%	0.0	-7%	3%	1%
O=C1CN(C(=O)c2ccccc2F)C(c2ccc(F)cc2)c2cc(Br)ccc2N1 (stereo not drawn)	18%	-6	?	1%	-1.0	-11%	13%	3%
O=C(O)c1ccc(-n2cccc2/C=C2/NC(=O)N(c3cccc(Cl)c3)C2=O)cc1	-10%	-79*	22%	27µM*	1.4	?	?	?
C=CCn1c(SCC(N)=O)nc(C)cc1=O	33%	3	5%	-15%	-2.4	-1%	-1%	-3%
COCC(=O)Nc1ccc(S(=O)(=O)NCCc2ccccc2)cc1	14%	1	18%	-8%	-2.5	-2%	8%	-6%
CCc1ccc(N=C2NC(=O)/C(=C/c3cc(OC)c(O)c(OC)c3)S2)cc1	-13%	-54*	?	13%	4.7	-8%	-2%	-29%
COc1ccc(N(CC(=O)Nc2ccc(F)cc2F)S(=O)(=O)c2c(C)nn(C)c2C)cc1	5%	-5	16%	?	-1.8	7%	2%	-1%
COC(=O)c1oc(-c2ccc(Cl)cc2)nc1C	-29%	-6	-17%	-9%	0.3	7%	2%	13%
O=C(CSc1nnc(Nc2ccccc2F)s1)NC(=O)CN1CCCC1=O	-11%	?	-20%	-20%	1.2	-7%	11%	-25%
COc1ccc(C(=O)NN=C2CCCC2)cc1OC	-9%	5	-12%	3%	-4.1	-15%	-3%	0%
CCOC(=O)C1CCCN(CC(=O)c2ccc(F)cc2)C1 (stereo not drawn)	0%	-7	6%	-4%	-2.3	6%	-2%	?
CN1CCN(NC(=O)c2c(-c3ccccc3)sc3ccccc23)CC1	-4%	5	-10%	-22%	0.4	-13%	-4%	1%
Cc1csc(NC(=O)Cc2ccccc2Cl)n1	21%	-2	4%	-2%	0.8	-9%	6%	0%
Cc1ccccc1Nc1nc(N)nc(COC(=O)C2CCCCC2)n1	23%	-4	2%	0%	-1.5	-7%	-9%	2%
CCOc1ccc(N2CC(C(=O)Nc3cc(OCC)c(N4CCOCC4)cc3OCC)CC2=O)cc1 (stereo not drawn)	16%	3	28%	-7%	0.0	-6%	-6%	-21%
CC1(C(=O)OCC(=O)Nc2nc(-c3ccc(F)c(F)c3)cs2)CC1(Cl)Cl (stereo not drawn)	-6%	1	.	1%	-6.2	-7%	2%	-13%
COc1ccc(S(=O)(=O)NC2CCCC2)c(OC)c1	11%	0	1%	-13%	-5.2	-18%	-2%	-2%
O=C(COc1ccc(Cl)cc1)NNC(=O)c1ccc2c(=O)n3c(nc2c1)CCC3	-7%	-1	-4%	-7%	-3.6	7%	0%	-8%
O=C(c1cscn1)N1CCCC(N2CCN(c3ccc(F)cc3)CC2)C1 (stereo not drawn)	7%	-2	-8%	-1%	-4.6	11%	0%	-14%
CC(C(=O)Nc1ccc(F)cc1Cl)N1CCN(S(=O)(=O)c2cccs2)CC1 (stereo not drawn)	3%	2	7%	1%	0.7	-6%	-2%	3%
COc1ccc(Nc2nnc(SCC(=O)NC3CCCC3)s2)cc1	-4%	-11	8%	-5%	-2.9	14%	-5%	1%
O=S(=O)(c1ccc(-c2n[nH]c(=S)o2)cc1)N1CCCC1	12%	-83*	12%	-19%	0.9	-13%	10%	-20%
O=[N+]([O-])c1ccc(O)c(C=Nc2ccc3c(c2)OCO3)c1	-58%[inhibitor]	-17	3%	5%	-0.7	-4%	1%	-1%
O=C(CC1CCCCC1)Nc1nc2ccccc2s1	-7%	-2	21%	-12%	-4.4	-13%	-1%	-2%
Cc1nc(SCc2nc3ccccc3[nH]2)c2oc3ccccc3c2n1	-7%	4	-6%	-3%	0.5	-7%	2%	11%
COc1ccc(C(C)=O)cc1OCc1ccccc1	5%	2	-7%	1%	-3.5	2%	1%	-8%
CCC(=Nc1ccc(Cc2ccncc2)cc1)c1c(O)n(C)c(=O)n(C)c1=O	0%	2	3%	-1%&-6%	-2.1	-3%	3%	-3%
CN(Cc1ccc(F)cc1)C(=O)c1cccc(S(=O)(=O)N2CCN(c3ccccc3)CC2)c1	8%	-1	44%	-6%	-8.1	9%	4%	3%
COc1ccc(S(=O)(=O)N(CC(=O)NCc2ccco2)c2ccccc2OC)cc1	4%	?	17%	-11%	0.6	-8%	1%	-7%[11.6 µM]
CCN(CC)CCCNC(=O)c1oc2ccc(S(=O)(=O)N3CC(C)CC(C)C3)cc2c1C (stereo not drawn)	-1%	11	23%	-6%	-0.1	23%	2%	8%
CC(C)CC(c1nnnn1Cc1ccco1)N1CCN(c2cccc(Cl)c2)CC1 (stereo not drawn)	7%	16	29%	-10%	-1.3	-15%	14%	-4%[57.1 µM]
CCC(=O)n1nc(NCc2ccc(OC)c(OC)c2)nc1NCc1ccc(OC)c(OC)c1	7%	-7	10%	-8%	-2.5	13%	-3%	-30%[57.1 µM]

Given with values under each structure: 4 of the compounds above.
The line under a structure holds: Abeta yeast res | PI5P4K alpha inh | FUS suppressor | PLK1 PBD block | IL2 activator | EPAC1 antagonist | EPAC1 agonist | WRN helicase inh
CC1(C(=O)OCC(=O)Nc2nc(-c3ccc(F)c(F)c3)cs2)CC1(Cl)Cl (stereo not drawn)
  -6% | 1 | . | 1% | -6.2 | -7% | 2% | -13%
COc1ccc(S(=O)(=O)NC2CCCC2)c(OC)c1
  11% | 0 | 1% | -13% | -5.2 | -18% | -2% | -2%
O=C(COc1ccc(Cl)cc1)NNC(=O)c1ccc2c(=O)n3c(nc2c1)CCC3
  -7% | -1 | -4% | -7% | -3.6 | 7% | 0% | -8%
O=C(c1cscn1)N1CCCC(N2CCN(c3ccc(F)cc3)CC2)C1 (stereo not drawn)
  7% | -2 | -8% | -1% | -4.6 | 11% | 0% | -14%

The results go on.
SMILES	Abeta yeast res	PI5P4K alpha inh	FUS suppressor	PLK1 PBD block	IL2 activator	EPAC1 antagonist	EPAC1 agonist	WRN helicase inh
COC(=O)NC1CC2C=CC1C1C=CC21 (stereo not drawn)	-8%	2	-9%	-8%	-3.9	9%	13%	-5%
CCCc1nnc(NC(=O)c2c(O)c3cccc4c3n(c2=O)CC4)s1	-76%[inhibitor]	-1	.	-2%	-4.4	-2%	-6%	-21%
O=C(O)/C(=N/NC(=O)c1ccc(Cl)cc1)c1ccccc1	0%	1	-1%	-2%	0.4	-25%	7%	-3%
O=C(COC(=O)C12CC3CC(CC(Br)(C3)C1)C2)Nc1ccc2[nH]c(=O)[nH]c2c1	1%	-1	?	-1%	-0.8	8%	4%	-23%
